# Screening results as filed in PubChem.
# ATXN2 expr inh – reduces ATXN2 reporter expression in HEK-293 cells | HEK-293 ATXN2-luciferase reporter, luminescence, 24 h | Potency, µM (series often up to 57 µM), for inactives: at the top dose activity change, negative = inhibition, usual class: inhibitors | 360,000 compounds, 0.72% hits | AID 1745845; note: potency is the fitted concentration of half-maximal effect; % is set by controls: 0 for no effect and ±100 for the full control effect; nearly all actives have a fitted effect of over 55% in size
#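 qHTS (up to 57 uM final) was run with 24 h compound exposure of reporter cells at 37 °C. Each well was multiplexed: SteadyGlo luminescence measured ATXN2-luciferase expression after a fluorogenic Gly-Phe-AFC viability readout (25 uM final).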
# Nrf2 activator – activators of Nrf2 (ARE) signaling; AREc32 ARE-luciferase reporter (MCF7-derived line), luminescence, 24 h; Potency, µM (top dose mostly 46.1 µM), without a hit: top-dose activation, usual class: activators; 410,000 compounds, 0.31% hits; AID 624171; note: potency is the fitted concentration of half-maximal effect; % of control where 0% means no effect; nearly all actives have a fitted effect of over 65% in size
#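 Luciferase luminescence (Steady-Glo, 30 min at room temperature) served as the read-out of ARE activation in AREc32 cells treated with compounds for 24 hr at 37 deg C.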
# TGFb SMAD3 inh – TGF-b pathway inhibition; 410,000 compounds, 1.2% hits; HepG2 CAGA-GFP TGF-b/SMAD3 reporter, GFP fluorescence, 18 h; TGF-beta stimulated, 500 pg/mL final; Potency, µM (series often up to 46.1 µM), inactives show top-dose activity, negative = inhibition, usual class: inhibitors; note: potency is the fitted concentration of half-maximal effect; % is set by controls: 0 for no effect and ±100 for the full control effect; nearly all actives have a fitted effect of over 65% in size
#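 Read-out: total well GFP (ex488/em500-530) summed from mean per-cell fluorescence. Cells: HEPG2 CAGA-GFP, 1% FBS DMEM, 18 h at 37 degrees C with 500 pg/mL final TGF-beta. Unstimulated wells served as the full-inhibition control; stimulated DMSO wells = 0%.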
# HepG2 viability – kills HepG2 cells in TGF-b inhibitor counter-screen | Potency, µM (top dose mostly 46.1 µM), for inactives: at the top dose activity change, negative = cytotoxicity, hits mostly cytotoxic | 410,000 compounds, 0.76% hits | HepG2 CAGA-GFP viability, ATP luminescence, 18 h; note: potency is the fitted concentration of half-maximal effect; some results filed as inactive show a strong effect at the top dose
#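 HepG2 CAGA-GFP cells (1000/well, DMEM with 1% FBS) received compound, then TGF-beta at 500 pg/mL final, and were incubated 18 hours at 37 degrees C. Viability was read by CellTiter-Glo luminescence. Media-only wells were set as complete cell-killing and DMSO as no toxicity.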
# ATXN viability – cell viability loss in ATXN counter-screen | S2 cells (HEK-293 line with an ATXN2-luciferase reporter) viability, CellTiter-Fluor protease fluorescence, 24 h | Potency, µM (doses to about 56.7 µM), most hits filed as cytotoxic | 400,000 compounds, 0.49% hits; note: potency is the fitted concentration of half-maximal effect; nearly all actives have a fitted effect of over 40% in size
# MCF10A rerep – DNA re-replication induction in MCF 10a cells; MCF 10A DNA re-replication, Hoechst nuclear intensity, 48 h; Potency, µM (highest dose often 46.1 µM), for inactives: at the top dose activity, positive = re-replication, usual class: activators; 350,000 compounds, 2.9% hits; AID 624296; note: potency is the fitted concentration of half-maximal effect; % of control where 0% means no effect; nearly all actives have a fitted effect of over 50% in size
# A549 viability – A549 cytotoxicity, counter-screen for Nrf2 inhibitors; A549 ARE-Fluc cells, CellTiter-Fluor viability, 18-24 h; Potency, µM (doses to about 46 µM), without a hit: top-dose activity change, negative = cytotoxicity, hits mostly inhibitors; 390,000 compounds, 0.16% hits; AID 504648; note: potency is the fitted concentration of half-maximal effect; % is set by controls: 0 for no effect and ±100 for the full control effect
#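 A549 ARE_Fluc cells in 5% FBS OPTI-MEM were exposed to compounds in concentration-response for 18-24 h at 37 deg C. Viability was read by CellTiter-Fluor fluorescence (Ex 405/Em 525) after 30 min, before the luciferase read.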
# IL-1B inflam inh – inflammasome signaling inhibition, IL-1 beta readout | 360,000 compounds, 4.7% hits | activity change, % at 57.5 µM | THP-1 LPS/ATP IL-1B secretion, AlphaLISA, 16 h; stronger effect = lower value | AID 743279; in the data active = activity change below about -50%; inconclusive = mostly about -30% to -49%; note: % is set by controls: 0 for no effect and ±100 for the full control effect
#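 Secreted IL-1B measured by AlphaLISA bead assay after 16 h compound exposure of THP-1 cells; compounds (final up to 57.5 uM) added 1 h before LPS (250 ng/mL) and ATP (1.25 mM) stimulation; lower signal means less secretion.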
# Nrf2 inh – blocks Nrf2 signaling. A549 ARE-Fluc reporter, luciferase luminescence, 18-24 h. Potency, µM (highest dose often 46 µM), inactives show top-dose activity change, negative = inhibition, usual class: inhibitors. 360,000 compounds, 2.1% hits; note: potency is the fitted concentration of half-maximal effect; % is set by controls: 0 for no effect and ±100 for the full control effect; nearly all actives have a fitted effect of over 60% in size
#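 Two sequential reads on A549 ARE_Fluc cells exposed to compound for 18-24 h: a CellTiter-Fluor fluorescence read for viability, then a luciferase luminescence read for Nrf2/ARE activity.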
# * = called active by the depositor; i = inactive; ? = inconclusive; / = no result given; & = joins results of further samples; [ ] = remark or other dose. Unless noted, calls come from the whole dose curve; as a rule, active = well fitted curve in the direction sought with a large enough effect; inconclusive = small, poorly fitted or top-dose-only effect, or another doubt; inactive = no such curve, though single readings can be large; an effect the other way counts as inactive or inconclusive.
Structure	ATXN2 expr inh	Nrf2 activator	TGFb SMAD3 inh	HepG2 viability	ATXN viability	MCF10A rerep	A549 viability	IL-1B inflam inh	Nrf2 inh
S=C(Nc1ccc(-c2nc3ccccc3[nH]2)cc1)Nc1cccnc1	11%	5.8%	2%	-42%	i	2%	?	-17	?
Clc1ccc(-n2nnc(-c3cccnc3Cl)n2)cn1	8%	11%	32%[activator]	1%	i	0%	0%	15	?
O=C1CCC2CCCCC2(O)O1 (stereo not given)	-15%	3.0%	?	-25%	i	-4%	-1%	14	6%
CC(Sc1nc(-c2ccccc2)cs1)C(=O)Nc1ccc(Cl)cn1 (stereo not given)	-18%	2.3%	?	-6%	i	6%	12%	-5	0%
COc1ccc(OC)c(CCNC(=O)CCn2c(=O)c3cccn3c3cccnc32)c1	/	7.5%	-3%	-1%	/	/	12%	/	-9%
CCN(C(=O)C12CC3CC(CC(C3)C1)C2)C1CCS(=O)(=O)C1 (stereo not given)	-8%	4.0%	?	-3%	i	-1%	-3%	7	5%
O=C(/C=C\c1ccc2c(c1)OCO2)CC1(O)C(=O)Nc2ccccc21 (stereo not given)	12%	?	?	1%	i	?	-7%	-101*	-29%
Cc1cc(-c2n[nH]c(=S)n2Cc2ccccc2)cs1	-5%	0.8%	4%	-2%	i	3%	2%	23	1%
Cc1nc2c(c(C)nn2C(C)(C)C)c(C)c1CCC(=O)Nc1ccc(Br)cc1Br	12%	-0.8%	?	2%	?	/	0%	/	13%
O=C(NCc1ccc(F)cc1)C1CC(=O)N(CCc2ccccc2)C1 (stereo not given)	8%	-0.4%	8%	4%	i	3%	-6%	9	1%
CCOC(=O)NC(Nc1sc2c(c1C(N)=O)CCCC2)(C(=O)OCC)C(F)(F)F (stereo not given)	-2%	2.7%	-22%	-8%	i	-2%	-4%	-13	7%
CCOC(=O)Cn1c(=O)cc(C)c2ccccc21	/	0.3%	8%	7%	i	?	-1%	-10	8%
Cc1ccc(OCc2nc(C#N)c(N3CCCCC3)o2)cc1	9%	-0.2%	0%	-11%	i	0%	0%	?	0%
CCCCOC(=O)CSc1nnc(-c2ccc(Cl)cc2Cl)o1	-9%	-0.5%	5%	-12%	i	-5%	-4%	7	-16%
COc1ccc(-c2csc(NC(=O)Cc3cc(OC)c(OC)c(OC)c3)n2)cc1OC	-32%	3.6%	-7%	-22%	i	3%	?	?	21µM*
CS(=O)(=O)c1nc(S(=O)(=O)c2ccc(Cl)cc2)c(N2CCN(CCO)CC2)s1	6%	?	-16%	3%	i	3%	-3%	-68*	-4%
COc1ccc(-c2nc(C#N)c(NCc3ccco3)o2)cc1	/	15%	-8%	-25%	i	14%	3%	-27	?
COc1ccc(C2=Nn3c(nnc3-c3ccccc3F)SC2)cc1OC1CCOC1 (stereo not given)	1%	2.5%	-15%	1%	?	?	-10%	/	-24%
Cc1cccc(NC(=O)CNC(=O)c2cc(C3CC3)nn2-c2ccccc2)c1C	8%	0.2%	0%	-6%	i	13%	0%	-28	1%
O=C(Nc1ccc(OCc2cc(=O)n3c4c(sc3n2)CCCC4)cc1)c1ccc(F)cc1	3%	-0.2%	23%	20%	i	/	0%	/	13%

# One compound at a time (already shown).
# `O=C(Nc1ccc(OCc2cc(=O)n3c4c(sc3n2)CCCC4)cc1)c1ccc(F)cc1` reads ATXN2 expr inh = 3%; Nrf2 activator = -0.2%; TGFb SMAD3 inh = 23%; HepG2 viability = 20%; ATXN viability = i; MCF10A rerep = /; A549 viability = 0%; IL-1B inflam inh = /; Nrf2 inh = 13%
# `CCOC(=O)NC(Nc1sc2c(c1C(N)=O)CCCC2)(C(=O)OCC)C(F)(F)F` (stereo not given) reads ATXN2 expr inh = -2%; Nrf2 activator = 2.7%; TGFb SMAD3 inh = -22%; HepG2 viability = -8%; ATXN viability = i; MCF10A rerep = -2%; A549 viability = -4%; IL-1B inflam inh = -13; Nrf2 inh = 7%

# Next section.
Structure	ATXN2 expr inh	Nrf2 activator	TGFb SMAD3 inh	HepG2 viability	ATXN viability	MCF10A rerep	A549 viability	IL-1B inflam inh	Nrf2 inh
CC(C)Oc1cccc(NC(=O)C2(C)CCCN(C)C2)c1 (stereo not given)	4%	-0.9%	-2%	-3%	i	/	/	54	/
O=C1c2ccccc2S(=O)(=O)c2cc(C(=O)N(c3ccccn3)c3ccccn3)ccc21	8%	0.5%	-14%	-1%	i	-2%	1%	4	-5%
COc1cc(O)c(C(CC(=O)N2CCCC2)c2ccc3c(c2)OCO3)c(OC)c1 (stereo not given)	3%	-0.2%	-3%&2%	2%&-75%	i	11%	0%&11%	4	13%&3%
O=C(Nc1nnc(SCc2ccccc2)s1)c1cc2c(s1)CCCC2	28%	2.2%	0%	4%	i	?	2%	12	?
Cc1cc(Cl)ccc1OCC(=O)NCC(c1cccs1)N1CCOCC1 (stereo not given)	-24%	0.1%	-8%	6%	i	-2%	-5%	?	18µM*
CCN(C(=O)CSc1nnc2ccccn12)c1c(N)n(Cc2ccccc2)c(=O)[nH]c1=O	-8%	0.3%	-17%	-2%	?	-1%	0%	3	9%
Cc1ccc(C(=O)COC(=O)CCC(=O)Nc2ccc(Oc3cc(C)ccc3C(C)C)cc2)cc1	0%	0.5%	12%	-20%	i	/	0%	/	-4%
COc1ccc(-c2cc(C(=O)N3CCN(c4cccc(C)c4C)CC3)c3ccccc3n2)cc1OC	-6%	3.4%	-33%	-37%	i	?	-4%	-9	?
O=S(=O)(/N=C(/NS(=O)(=O)c1ccccc1)c1ccccc1)c1ccccc1	-23%	0.2%	2%	-1%	i	?	0%	0	-1%
O=C(O)c1ccc(CN2C[C@@H](CO)O[C@@H](n3cnc4c(NCc5ccc(F)cc5)ncnc43)C2)cc1	6%	-0.1%[9.22 µM]	-1%	1%	i	/	/	15	/
CCOc1ccccc1OCC(=O)O	6%	0.0%	17%	7%	i	16%	6%	5	7%
O=[N+]([O-])c1ccc(N2CCCCCC2)c(S(=O)(=O)N2CCCCC2)c1	4%	0.0%	-2%	-54%	i	19%	-16%	0	-20%
Cc1c(Br)c([N+](=O)[O-])nn1CCCC(=O)Nc1sc2c(c1C(N)=O)CCC(C)C2 (stereo not given)	-4%	-0.5%	?	1%	i	-25%	-7%	-6	7%
CCOc1ccc2oc(=O)cc(CN3CCN(Cc4ccc(F)cc4)CC3)c2c1	/	0.6%	-21%	-6%	/	/	7%	/	0%
NC(=O)C1CCCN(C(=O)CN2C(=O)NC(c3ccccc3)(c3ccccc3)C2=O)C1 (stereo not given)	3%	-0.3%	13%	5%	i	4%	-4%	26	2%
CCOC(=O)c1cnn2c(C(F)F)cc(C3CC3)nc12	1%	-0.7%	27%	0%	i	-3%	-5%	-3	9%
COCc1cc(C)nc(SCc2ccccc2Cl)c1C#N	/	3.8%	-3%	-23%	i	-9%	16%	-8	-6%
N[C@H]1C(O)O[C@H](CO)[C@@H](O)[C@@H]1O (stereo not given in full)	2%&-3%	0.6%	-2%	-12%	i	11%	-1%	16	-9%
O=C(O)CCc1ccc(-c2ccc(Cl)cc2)o1	13%	?	16%	-5%	i	21µM*	-3%	-3	18%
C/C(=N\NC(=O)c1ccn(C)n1)c1cccc(NC(=O)c2ccc(C)s2)c1	19%	14%	17%	-92%	i	0%	0%	-15	?
Cc1ccc(-c2nn(CCC(N)=O)c(=O)c3ccccc23)cc1	-1%&-10%	-0.4%&0.7%	0%&-28%	6%&9%	i	0%	-1%&0%	6	?
CCOC(=O)C1C(=O)NC(c2ccccc2)=NC1c1ccc(Cl)cc1 (stereo not given)	7%	0.2%	-8%	-4%	i	246%[0.0737 µM]	2%	-3	-5%
Nc1cc(Cl)ccc1Oc1ccc(Cl)cc1	6%	-0.1%	-11%	-37%	i	-1%	-10%	0	8%
CCCCNC(=S)NCc1ccc2[nH]c(C)cc2c1	-10%	2.7%	-22%	-32%	i	?	-13%	21	-27%
CC(C)(C)c1nc2ccccc2c2nnc(SCC(=O)Nc3nc4ccccc4s3)n12	?	0.7%	?	-37%	/	9%	?	14	?
Cc1ccccc1CCNC(=O)c1cc2cc(S(=O)(=O)N3CCCCC3)ccc2n1C	/	0.0%	-13%	-15%	/	/	6%	/	/
CC1CCN(S(=O)(=O)c2nnc(NC(=O)c3ccccc3Br)s2)CC1	-11%	3.5%	-21%	-25%	i	18%	9%	?	?
COc1ccc(OCc2n[nH]c(=S)n2N)cc1	-12%[11.3 µM]	1.9%	9%	3%	i	0%	4%	-11	?
CCNC(=O)CN1c2cccc3cccc(c23)S1(=O)=O	3%	0.2%	-2%	-4%	i	12%	-10%	21	1%
COC(=O)C1=C(N)c2ccccc2C1(C#N)c1ccccc1 (stereo not given)	0%	0.1%	?	-3%	i	0%	-2%	-8	-26%
CCO/N=C1\C(=O)N(c2ccccc2)c2ccccc21	-26%	2.4%	2%	-35%	i	-2%	-9%	-51*	-8%
COc1cccc(-c2cc(N3CCN(C(=O)c4ccoc4)CC3)n3nc(-c4cccc(Cl)c4)cc3n2)c1	-8%	0.6%	-4%	-3%	i	/	/	-6	/
COc1ccccc1OCCCC(=O)Nc1nnc(C2CCCO2)s1 (stereo not given)	0%	-0.2%	0%	-27%	?	0%	-2%	-2	-2%
Cc1c(C(=O)Nc2ccccc2F)sc2ncn(CC(=O)N3CCCCC3)c(=O)c12	1%	-0.2%	6%	-2%	i	2%	1%	1	3%
O=C(c1ccc(F)cc1)C1CCN(C(=O)c2ccccc2)CC1	-8%	-0.4%	6%	1%	i	8%	-15%	?	?
